HIF act: HIF pathway transcriptional activators, primary screen, cell-based, U2OS HRE-luciferase, luminescence; U2OS HRE-luciferase reporter; normalized: DMSO 0%, desferrioxamine 100%; activation, % at 7.5 µM (by protocol); 0.32% of 300,000 active; AID 1910, 2009;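 active = mean activation of at least 10% of the iron chelator positive control signal, with at least half of replicates also reaching 10%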
TRPC6 activator: mouse TRPC6 channel activators, primary screen, cell-based, HEK293, membrane potential dye. Short transient receptor potential channel 6 (Mus musculus), Q61143. HEK293-TRPC6 membrane potential dye fluorescence; hits give high values. B-score at 10 µM. 0.13% of 310,000 active. AID 2550, 2010;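 active = B-score of the integrated fluorescence ratio above library mean plus 3 SD, and starting fluorescence ratio within library mean plus 5 SD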;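 also: higher score means more depolarization so channel activation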
TRPC6 inhibitor: mouse TRPC6 channel inhibitors, primary screen, cell-based, HEK293, membrane potential dye. Short transient receptor potential channel 6 (Mus musculus), Q61143. ACh-evoked depolarization; hits give low values. B-score at 10 µM. 1.1% of 310,000 active. AID 2553, 2010;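 active = B-score under library mean minus 3 SD, initial fluorescence not abnormally high, positive integrated signal ratio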;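 also: B-score derived from integrated fluorescence ratio over the kinetic read; more negative B-score means stronger inhibition of depolarization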
IEC-6 tox: cytotoxicity in IEC-6 intestinal epithelial cells, primary screen, cytotoxicity control for KLF5 inhibitor project, cell-based, luminescence | IEC-6 cytotoxicity, luminescence viability | inhibition, % at 5 µM | 0.78% of 290,000 active | AID 1825, 2009; in the data active = inhibition above about 22%;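 also: 0% = plate median of test compound wells and 100% = cytotoxic reference compound wells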
TRPC4 block: inhibitors of mouse TRPC4 channel, primary screen, Fluo4 calcium, HEK293 TRPC4beta/mu-opioid cells; Short transient receptor potential channel 4 (Mus musculus), Q9QUQ5; DAMGO-evoked Fluo4 calcium flux; hits give low values; B-score at 10 µM; 0.39% of 300,000 active;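 active = B-score over 3 SD under the library average, no early fluorescence shift, positive overall ratio signal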
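System: stable TRPC4beta/mu-opioid receptor HEK293 cells; Dosing: single-point compound dosing; Measured by: Fluo4 Ca2+ flux fluorescence; Read-out basis: per-well B score of integrated baseline-normalized Fluo4 ratio.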
TRPC4 agonist: activators of mouse TRPC4 channel, primary screen, Fluo4 calcium, HEK293 TRPC4beta/mu-opioid cells; Short transient receptor potential channel 4 (Mus musculus), Q9QUQ5; Fluo4 calcium fluorescence; hits give high values; B-score at 10 µM; 0.49% of 310,000 active; AID 2237, 2010;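 active = B-score above 5 SD of library B-scores, and initial fluorescence ratio not above library mean plus 5 SD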;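 also: positive B-score marks a calcium rise read as TRPC4 activation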
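system = HEK293 cells stably co-expressing mouse TRPC4beta and mu-opioid receptor | schedule = Fluo4 dye loading 45 min at room temperature, 110 s recording | measure = B-scored integrated calcium fluorescence ratio | signal = Fluo4 calcium-sensitive dye fluorescence, kinetic, 1 Hz baseline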
KLF5 inhibitor: KLF5 expression inhibitors, primary screen, DLD-1 cells, luminescence; DLD-1 KLF5 promoter-luciferase reporter; inhibition, % at 5 µM; 0.23% of 290,000 active; AID 1700, 2009;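 active = inhibition above a per-plate limit of that plate's mean compound inhibition plus 3 SD, cut at about 60% in these data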;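 also: 0% = DMSO wells and 100% = LY294002 at 200 µM; higher means less KLF5 promoter-driven luciferase light; inactives centre near -14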
aSyn UTR inh: MLPCN primary screen, SNCA 5' untranslated region. alpha-synuclein 5'UTR reporter, inhibitor activity. inhibition, % (tested at 7.5 µM). 0.82% of 300,000 active. AID 1813, 2009; in the data active = inhibition above about 60%;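 also: H4 neuroglioblastoma cells stably carrying SNCA 5'UTR luciferase fusion; 0% = DMSO wells and 100% = positive control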
TRPC4 PAM: positive allosteric modulators of TRPC4, primary screen, cell-based, mouse TRPC4beta, HEK293 mu-opioid, Fluo-4 calcium. 0.42% of 310,000 active. DAMGO EC20, Fluo-4 Ca2+ flux; hits give high values. B-score at 10 µM. Short transient receptor potential channel 4 (Mus musculus), Q9QUQ5;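 active = B-score of calcium response area above 5 SD of library B-scores, with initial fluorescence ratio within 5 SD of library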;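 also: B-score of integrated fluorescence ratio over time as area under calcium response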
SKKanGAS inh: S. pyogenes SKKanGAS growth inhibitors in kanamycin, primary screen, streptokinase expression inhibitor project, SKKanGAS strain, BacTiter-Glo luminescence; AID 1662, 2009; 1.3% of 300,000 active; 6 h; inhibition, % at 7.5 µM;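 active = mean replicate score, as percent of positive control median, at least 50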;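 also: strain carries kanamycin resistance gene driven by streptokinase promoter and grows in 40 µg/ml kanamycin; loss of luminescence reflects streptokinase promoter inhibition or plain growth inhibition; 0% = median of DMSO wells and 100% = positive control at its reference dose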
MrgX1 antagonist: antagonists of human MrgX1 receptor, primary screen, HEK293 cells, Fluo-4 calcium flux; BAM8-22 antagonism; hits give low values; B-score at 10 µM; Mas-related G-protein coupled receptor member X1 (Homo sapiens), Q96LB2; 1.3% of 310,000 active;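 active = calcium-response B-score plate-corrected more than 3 library SD below zero, starting fluorescence within 5 deviations, no agonist response on first addition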;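 also: peak minus trough fluorescence over baseline after final BAM8-22 challenge near maximal dose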
Target sequence (Q96LB2 whole entry, looked up): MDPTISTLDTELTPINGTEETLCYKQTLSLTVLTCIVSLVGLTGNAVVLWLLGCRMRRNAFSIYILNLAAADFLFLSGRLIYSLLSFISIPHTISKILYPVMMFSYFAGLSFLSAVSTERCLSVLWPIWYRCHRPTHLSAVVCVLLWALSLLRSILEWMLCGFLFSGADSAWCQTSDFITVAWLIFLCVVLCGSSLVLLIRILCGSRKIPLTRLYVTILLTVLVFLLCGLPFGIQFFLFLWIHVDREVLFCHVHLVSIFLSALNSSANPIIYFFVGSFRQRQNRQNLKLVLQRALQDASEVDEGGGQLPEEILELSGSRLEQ
* hit, by the source's call.

O=C(Nc1cccc(C(F)(F)F)c1)Nc1ccc(N2CCCC2)c(S(=O)(=O)Nc2ccccc2Cl)c1 was read as HIF act 2.4, TRPC6 activator inactive, TRPC6 inhibitor inactive, IEC-6 tox 2, TRPC4 block inactive, TRPC4 agonist inactive, KLF5 inhibitor -4, aSyn UTR inh 93*, TRPC4 PAM inactive, SKKanGAS inh 39 and MrgX1 antagonist inactive.
For COc1ccc(C(=O)NNC2CC(=O)N(Cc3ccccc3)C2=O)cc1OC (stereo not drawn) the results were HIF act 0.1, TRPC6 activator inactive, TRPC6 inhibitor inactive, IEC-6 tox 3, TRPC4 block inactive, TRPC4 agonist inactive, KLF5 inhibitor -30, aSyn UTR inh 2, TRPC4 PAM inactive, SKKanGAS inh 1 and MrgX1 antagonist inactive.
Screening Cc1cccc(OCc2n[nH]c(=S)o2)c1C returned HIF act -0.3, TRPC6 activator inactive, TRPC6 inhibitor inactive, IEC-6 tox 0, TRPC4 block inactive, TRPC4 agonist inactive, KLF5 inhibitor -26, aSyn UTR inh -10, TRPC4 PAM inactive, SKKanGAS inh -11 and MrgX1 antagonist inactive.
Oc1ccc(-c2cccc(-c3ccc(O)cc3)c2)cc1 was read as HIF act 1.2, TRPC6 activator inactive, TRPC6 inhibitor inactive, IEC-6 tox 1, TRPC4 block inactive, TRPC4 agonist inactive, KLF5 inhibitor -100, aSyn UTR inh -135, TRPC4 PAM inactive, SKKanGAS inh -7 and MrgX1 antagonist inactive.
`COc1cc(C(=O)NNc2nc3cc4c(cc3s2)OCO4)cc(OC)c1OC` gave HIF act 0.2, TRPC6 activator inactive, TRPC6 inhibitor inactive, IEC-6 tox -8, TRPC4 block inactive, TRPC4 agonist inactive, KLF5 inhibitor 6, aSyn UTR inh 16, TRPC4 PAM inactive, SKKanGAS inh -4 and MrgX1 antagonist inactive.
CCOc1ccc(-n2cc(C(=O)Nc3ccc(Cl)cn3)c3cc(OC)c(OC)cc3c2=O)cc1 was read as HIF act -0.4, TRPC6 activator inactive, TRPC6 inhibitor inactive, IEC-6 tox -8, TRPC4 block inactive, TRPC4 agonist inactive, KLF5 inhibitor -6, aSyn UTR inh 23, TRPC4 PAM inactive and SKKanGAS inh -3.
O=C(N/N=C/CCc1ccccc1)c1ccccc1 was read as HIF act 3.9, TRPC6 activator inactive, TRPC6 inhibitor inactive, IEC-6 tox 0, TRPC4 block inactive, TRPC4 agonist inactive, KLF5 inhibitor -103, aSyn UTR inh -15, TRPC4 PAM inactive, SKKanGAS inh -2 and MrgX1 antagonist inactive.
Screening CCOC(=O)c1cc(CC)sc1NC(=O)c1cc(OCC)c(OCC)c(OCC)c1 returned HIF act -0.2, TRPC6 activator inactive, TRPC6 inhibitor inactive, IEC-6 tox 5, TRPC4 block inactive, TRPC4 agonist inactive, KLF5 inhibitor -25, aSyn UTR inh 14, TRPC4 PAM inactive, SKKanGAS inh 7 and MrgX1 antagonist inactive.
Cc1oc(-c2ccc3ccccc3c2)nc1CN(C)C(C)c1ccncn1 (stereo not drawn) was read as HIF act 1.0, TRPC6 activator inactive, TRPC6 inhibitor inactive, IEC-6 tox 6, TRPC4 block inactive, TRPC4 agonist inactive, KLF5 inhibitor -54, aSyn UTR inh -80, TRPC4 PAM inactive, SKKanGAS inh 10 and MrgX1 antagonist inactive.
`Cc1ccc2c(NC(=O)C3CC3)cccc2n1` gave HIF act -0.6, TRPC6 activator inactive, TRPC6 inhibitor inactive, IEC-6 tox 4, TRPC4 block inactive, TRPC4 agonist inactive, KLF5 inhibitor 11, aSyn UTR inh 13, TRPC4 PAM inactive, SKKanGAS inh -12 and MrgX1 antagonist inactive.
Screening CCC1S/C(=N/N=C/c2ccco2)N(c2ccc(F)cc2)C1=O (stereo not drawn) returned HIF act 0.2, TRPC6 activator inactive, TRPC6 inhibitor inactive, IEC-6 tox 5, TRPC4 block inactive, TRPC4 agonist inactive, KLF5 inhibitor 0, aSyn UTR inh 20, TRPC4 PAM inactive, SKKanGAS inh 2 and MrgX1 antagonist inactive.
CCNC(=O)CN(CCc1ccccc1)S(=O)(=O)c1ccc(OC)cc1 was read as HIF act 0.1, TRPC6 activator inactive, TRPC6 inhibitor inactive, IEC-6 tox -5, TRPC4 block inactive, TRPC4 agonist inactive, KLF5 inhibitor -43, aSyn UTR inh 6, TRPC4 PAM inactive, SKKanGAS inh -15 and MrgX1 antagonist inactive.
Screening COc1ccc(C(=O)N(Cc2cccs2)C2CCS(=O)(=O)C2)cc1 (stereo not drawn) returned HIF act 0.0, TRPC6 activator inactive, TRPC6 inhibitor inactive, IEC-6 tox 4, TRPC4 block inactive, TRPC4 agonist inactive, KLF5 inhibitor 6, aSyn UTR inh 4, TRPC4 PAM inactive, SKKanGAS inh 0 and MrgX1 antagonist inactive.
For O=C(O)Cc1sc(-c2ccccc2)nc1-c1cccs1 the results were HIF act -0.5, TRPC6 activator inactive, TRPC6 inhibitor inactive, IEC-6 tox -2, TRPC4 block inactive, TRPC4 agonist inactive, KLF5 inhibitor -22, aSyn UTR inh -14, TRPC4 PAM inactive, SKKanGAS inh 6 and MrgX1 antagonist inactive.
CCOc1ccc(CCNC(=O)c2ccc3nc(CC)c(CC)nc3c2)cc1 was read as HIF act -0.2, TRPC6 activator inactive, TRPC6 inhibitor inactive, IEC-6 tox -1, TRPC4 block inactive, TRPC4 agonist inactive, KLF5 inhibitor -13, aSyn UTR inh -2, TRPC4 PAM inactive, SKKanGAS inh 2 and MrgX1 antagonist inactive.
`Cc1nc(C(=O)NCc2ccccc2)sc1C1(C)CC(c2ccccc2)=NO1` (stereo not drawn) gave HIF act 0.4, TRPC6 activator inactive, TRPC6 inhibitor inactive, TRPC4 block inactive, TRPC4 agonist inactive, aSyn UTR inh 16, TRPC4 PAM inactive, SKKanGAS inh 4 and MrgX1 antagonist inactive.
Cc1c(C(=O)Nc2ccccc2F)sc2ncn(CC(=O)N3CCCCC3)c(=O)c12 was read as HIF act -0.7, TRPC6 activator inactive, TRPC6 inhibitor inactive, IEC-6 tox 1, TRPC4 block inactive, TRPC4 agonist inactive, KLF5 inhibitor 6, aSyn UTR inh -8, TRPC4 PAM inactive, SKKanGAS inh 3 and MrgX1 antagonist inactive.
COc1ccc(C=O)cc1Cn1ccnc1C was read as HIF act -4.3, TRPC6 activator inactive, TRPC6 inhibitor inactive, IEC-6 tox -4, TRPC4 block inactive, TRPC4 agonist inactive, KLF5 inhibitor -29, aSyn UTR inh 31, TRPC4 PAM inactive, SKKanGAS inh -5 and MrgX1 antagonist inactive.
For CC(=O)N1CCN(C(=O)c2cc(S(=O)(=O)NCc3ccccc3)ccc2C)CC1 the results were HIF act -0.3, TRPC6 activator inactive, TRPC6 inhibitor inactive, IEC-6 tox 2, TRPC4 block inactive, TRPC4 agonist inactive, KLF5 inhibitor 0, aSyn UTR inh -11, TRPC4 PAM inactive, SKKanGAS inh 0 and MrgX1 antagonist inactive.
For O=C(NCCOc1ccccc1F)c1cc(F)c(F)cc1Cl the results were HIF act 0.6, TRPC6 activator inactive, TRPC6 inhibitor inactive, IEC-6 tox -2, TRPC4 block inactive, TRPC4 agonist inactive, KLF5 inhibitor -166, aSyn UTR inh 17, TRPC4 PAM inactive, SKKanGAS inh 2 and MrgX1 antagonist inactive.
`CCCCN(CC)CCNC(=O)c1cn(-c2ccc(Cl)cc2)c(=O)c2ccccc12` gave HIF act 0.3, TRPC6 activator inactive, TRPC6 inhibitor inactive, IEC-6 tox -8, TRPC4 block inactive, TRPC4 agonist inactive, KLF5 inhibitor -37, aSyn UTR inh -29, TRPC4 PAM inactive, SKKanGAS inh 2 and MrgX1 antagonist inactive.
For C=CCn1c(NC)cc(=O)n(C)c1=O the results were HIF act 0.9, TRPC6 activator inactive, TRPC6 inhibitor inactive, IEC-6 tox -4, TRPC4 block inactive, TRPC4 agonist inactive, KLF5 inhibitor -10, aSyn UTR inh 7, TRPC4 PAM inactive, SKKanGAS inh -2 and MrgX1 antagonist inactive.
`CCC(Sc1nnnn1C)C(=O)Nc1ccc(C(C)=O)cc1` (stereo not drawn) gave HIF act 1.2, TRPC6 activator inactive, TRPC6 inhibitor inactive, IEC-6 tox 2, TRPC4 block inactive, TRPC4 agonist inactive, KLF5 inhibitor -65, aSyn UTR inh -73, TRPC4 PAM inactive, SKKanGAS inh -5 and MrgX1 antagonist inactive.
Cc1ccc2ccc(S(=O)(=O)n3nc(C)cc3C)cc2c1 was read as HIF act 0.2, TRPC6 activator inactive, TRPC6 inhibitor inactive, IEC-6 tox 3, TRPC4 block inactive, TRPC4 agonist inactive, KLF5 inhibitor -10, aSyn UTR inh 7, TRPC4 PAM inactive, SKKanGAS inh 20 and MrgX1 antagonist inactive.
S=C(NCCc1ccccc1)N1CCn2cccc2C1c1cccnc1 (stereo not drawn) was read as HIF act 0.0, TRPC6 activator inactive, TRPC6 inhibitor inactive, IEC-6 tox -4, TRPC4 block inactive, TRPC4 agonist inactive, KLF5 inhibitor -10, aSyn UTR inh 9, TRPC4 PAM inactive, SKKanGAS inh 7 and MrgX1 antagonist inactive.
Screening NC(=O)CC(NC(=O)c1ccccc1)c1ccc(NCCN2CCCCC2)c([N+](=O)[O-])c1 (stereo not drawn) returned HIF act 0.2, TRPC6 activator inactive, TRPC6 inhibitor inactive, IEC-6 tox -7, TRPC4 block inactive, TRPC4 agonist inactive, KLF5 inhibitor -8, aSyn UTR inh 9, TRPC4 PAM inactive, SKKanGAS inh -2 and MrgX1 antagonist inactive.
`CCOc1ccccc1NC(=O)CCCNC(=O)c1ccc(Cl)cc1` gave HIF act -0.9, TRPC6 activator inactive, TRPC6 inhibitor inactive, IEC-6 tox 3, TRPC4 block inactive, TRPC4 agonist inactive, KLF5 inhibitor -6, aSyn UTR inh -1, TRPC4 PAM inactive, SKKanGAS inh -1 and MrgX1 antagonist inactive.
